USP2a inh – inhibitors of human ubiquitin-specific protease USP2a. Potency, µM (top dose mostly 38.3 µM), for the others: top-dose activity change, negative = inhibition, actives largely listed as inhibitors. O75604. AID 463254. USP2 core, Ub-CHOP2 coupled fluorogenic reporter, 485/531. 330,000 compounds, 0.01% hits;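 further: potency means the concentration at half of the fitted maximal effect; plate controls were DMSO wells for no effect and full inhibition by NEM control for full effect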
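USP2 core (10nM final) preincubated 30min RT with compound in 20mM Tris-HCl pH 8.0, 2mM CaCl2, 2mM beta-mercaptoethanol, 0.05% CHAPS; 25nM Ub-CHOP2 plus 25nM reporter substrate added, fluorescence (Ex485/Em531) read after 60min.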
B2AR arrestin – agonists driving beta-arrestin recruitment to human beta2-adrenergic receptor; beta-arrestin recruitment to beta2AR, cell-based reporter; 330,000 compounds, 0.02% hits; Potency, µM (top dose mostly 46.1 µM), without a hit: top-dose activation, hits mostly activators;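 further: potency means the concentration at half of the fitted maximal effect; 0% = DMSO controls and full agonism = EC100 isoproterenol or metaproterenol; nearly all actives have a fitted effect of over 65% in size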
uPA generation – blocks generation of uPA at the cell surface; AID 540303; cell surface uPA generation assay, qHTS; Potency, µM (titrated, usually from 38.3 µM), for inactives: at the highest dose activity change, negative = inhibition, hits mostly inhibitors; 330,000 compounds, 0.31% hits; active means well fitted inhibition curve with a large enough effect; inconclusive means small, poorly fitted or top-dose-only effect; inactive means no such curve, though single readings can be large or run the other way; tested in mouse RAW 264.7 cells; further: potency means the concentration at half of the fitted maximal effect; on the % scale 0 is the no-effect control and ±100 the full control effect; nearly all actives have a fitted effect of over 55% in size
Tb PFK inh – blocks T. brucei phosphofructokinase; T. brucei PFK, ADP-Glo luminescence; Potency, µM (titrated, usually from 57.5 µM), for the others: top-dose activity, negative = inhibition, actives largely listed as inhibitors; 330,000 compounds, 0.17% hits;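 further: potency means the concentration at half of the fitted maximal effect; 0% = uninhibited 1x PFK enzyme wells and -100% = no-enzyme wells; nearly all actives have a fitted effect of over 60% in size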
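PFK 1.25 nM, F6P 0.5 mM, ATP 0.1 mM, 0.1 M TEA pH 8.0, 5 mM MgCl2, 0.01% Tween20, 0.1% BSA; 45 min RT. ADP-Glo readout. qHTS titration up to 57 uM; curves fitted, compounds curve-classed.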
PTAP TSG101 blk – blocks PTAP/TSG101 interaction to inhibit HIV-1 budding; Fluorescence polarization, FITC-PTAP peptide / Tsg101 binding; Potency, µM (top dose mostly 115 µM), for inactives: at the highest dose activity change, negative = inhibition, hits mostly inhibitors; 340,000 tested, under 10 active; active means well fitted inhibition curve with a large enough effect in the main read-out, with a control signal flat, not every such curve was filed as active; inconclusive means small, poorly fitted or top-dose-only effect, or effect the other way, or a change in a side signal; inactive means no such curve, though single readings can be large or run the other way; further: potency means the concentration at half of the fitted maximal effect; % of control where 0% means no effect
Target sequence (Q99816 whole entry, looked up): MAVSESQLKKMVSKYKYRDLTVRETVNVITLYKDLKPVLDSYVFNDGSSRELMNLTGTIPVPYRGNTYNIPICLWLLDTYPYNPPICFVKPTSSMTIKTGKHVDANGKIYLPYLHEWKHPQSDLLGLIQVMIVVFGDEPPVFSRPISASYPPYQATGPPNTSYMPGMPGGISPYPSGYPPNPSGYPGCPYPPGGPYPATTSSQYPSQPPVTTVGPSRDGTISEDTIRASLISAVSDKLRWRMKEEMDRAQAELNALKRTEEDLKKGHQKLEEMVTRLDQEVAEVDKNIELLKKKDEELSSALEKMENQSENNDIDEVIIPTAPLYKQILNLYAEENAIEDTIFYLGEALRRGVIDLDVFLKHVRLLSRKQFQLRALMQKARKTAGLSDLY
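Fluorescence polarization binding of Tsg101 binding domain (10 uM final) to FITC-labeled PTAP peptide (50 nM final) in HEPES pH 7.5 buffer with NaCl, Tween 20, EDTA, TCEP. Compounds added before peptide; binding 20 min at RT.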
Chronic BCR inh – inhibitors of chronic active B-cell receptor signaling. ABC-DLBCL IkBa-CBG/CBR reporter, luminescence ratio, 4 h. Potency, µM (highest dose often 46.1 µM), for the others: at the top dose ratio change, negative = lower green/red ratio, actives largely listed as inhibitors. 340,000 compounds, 0.05% hits. AID 493014; active means well fitted inhibition curve with a large enough effect in the signal ratio, with a control signal flat, not every such curve was filed as active; inconclusive means small, poorly fitted or top-dose-only effect, or effect the other way, or a change in a side signal; the % refers to the signal ratio;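 further: potency means the concentration at half of the fitted maximal effect; plate controls were basal doxycycline-induced cells for no effect and cells given 10 µM MG132 for full effect; MG132 reads +100%, hits lower the ratio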
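Doxycycline induced both beetle luciferases in TMD8 lymphoma cells; IKK-driven degradation limits the IkappaBalpha-fused green signal, while red luminescence normalises for cell number and nonspecific effects. Compounds tested up to 46 uM, 4 hrs.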
Eya2 inh – inhibitors of human Eya2 phosphatase activity | O00167 | recombinant Eya2, OMFP fluorescence dephosphorylation (OMFP is methylfluorescein phosphate) | Potency, µM (titrated, usually from 76.9 µM), inactives show at the top dose activity, negative = inhibition, usual class: inhibitors | 330,000 compounds, 0.006% hits; further: potency means the concentration at half of the fitted maximal effect; on the % scale 0 is the no-effect control and ±100 the full control effect
Target sequence (O00167 whole entry, looked up): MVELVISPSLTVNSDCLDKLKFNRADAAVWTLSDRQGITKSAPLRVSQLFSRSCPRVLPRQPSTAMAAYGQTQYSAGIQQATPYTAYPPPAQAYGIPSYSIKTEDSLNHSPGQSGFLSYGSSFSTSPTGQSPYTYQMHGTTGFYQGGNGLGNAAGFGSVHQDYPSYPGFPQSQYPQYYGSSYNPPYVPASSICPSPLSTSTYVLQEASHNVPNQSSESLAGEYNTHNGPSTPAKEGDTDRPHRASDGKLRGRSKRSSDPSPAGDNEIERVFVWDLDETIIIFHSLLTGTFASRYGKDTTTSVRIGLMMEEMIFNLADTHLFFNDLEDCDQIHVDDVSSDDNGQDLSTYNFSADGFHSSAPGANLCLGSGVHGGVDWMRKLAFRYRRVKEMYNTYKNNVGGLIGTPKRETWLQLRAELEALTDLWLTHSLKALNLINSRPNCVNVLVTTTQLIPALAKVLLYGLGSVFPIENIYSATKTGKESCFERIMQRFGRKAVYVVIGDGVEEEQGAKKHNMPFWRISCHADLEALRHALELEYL
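Eya2 (0.2 uM) preincubated 10 min at ambient with compound, then OMFP substrate added at 50 uM; 10 min reaction in 50 mM HEPES pH 7.5, 50 mM NaCl, 5 uM MgCl2, 0.05% BSA, 1 mM DTT. Fluorescence read at Ex 485/Em 525 nm.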
TCR act – T cell receptor activation | AID 504894 | 330,000 tested, under 10 active | primary human leukocytes, anti-CD3, IL-2 HTRF, 48 h | Potency, µM (top dose mostly 9.22 µM), for inactives: top-dose activation of IL-2 secretion, usual class: activators; further: % of control where 0% means no effect
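Activity was scored as IL-2 release from primary human leukocytes given only a TCR signal (a-CD3 beads) plus compound for 48 hr. Detection used a two-antibody HTRF format read at 665nm.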
Mito fusion yeast – blocks mitochondrial division or promotes mitochondrial fusion | S. cerevisiae fusion-defective mutant growth rescue, CellTiterGlo 48 h | Potency, µM (doses to about 46.1 µM), inactives show top-dose growth rescue (activation), usual class: activators | 320,000 compounds, 0.23% hits;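 further: potency means the concentration at half of the fitted maximal effect; % of control where 0% means no effect; nearly all actives have a fitted effect of over 45% in size; temperature-sensitive fusion mutants such as fzo1-1 at 37 °C on non-fermentable ethanol glycerol medium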
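Compounds are tested for their ability to restore growth of mitochondrial fusion-defective yeast strains at non-permissive 37C in YPEG medium over 48 hours. Viability is quantified by luciferase luminescence.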
TSHR antagonist – blocks TSH signaling through the human TSH receptor | 330,000 compounds, 0.2% hits | TSHR-expressing cells, TSH-stimulated cAMP HTRF, 2 h; hits give low values | activity change, negative = inhibition, % at 11.5 µM;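 active means activity change below a set negative limit, meaning inhibition stronger than a set level, cut at about -70% in these data; inconclusive means activity change between two set negative limits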; further: on the % scale 0 is the no-effect control and ±100 the full control effect
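Competitive HTRF cAMP read-out (cryptate anti-cAMP antibody, cAMP-d2; 30 min, room temperature) in freshly harvested TSHR cells. Compounds added before TSH at EC80 (4nM final), followed by 2 hours' incubation at 37 deg C.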
ELG1 repair inh – inhibitors of ELG1-dependent DNA repair in HEK293T cells | HEK293T ELG1-luciferase reporter, luminescence, 16 h; DNA damage induced by 5-fluorouridine | Potency, µM (titrated, usually from 46.1 µM), for inactives: at the highest dose activity change, negative = inhibition, usual class: inhibitors | 330,000 compounds, 2.3% hits | AID 504467; further: potency means the concentration at half of the fitted maximal effect; on the % scale 0 is the no-effect control and ±100 the full control effect; nearly all actives have a fitted effect of over 55% in size
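5-Fluorouridine DNA damage + compound/DMSO, 2,000 cells/well, 16 h, 37 °C/5% CO2. ONE-Glo, 30 min RT, luminescence. Readout = decrease in reporter signal.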
* = called active by the depositor; ? = inconclusive; / = no result given; [ ] = another dose, or the depositor's remark. Unless noted, the call rests on the fitted dose curve; in most records, active means well fitted curve in the direction sought with a large enough effect; inconclusive means small, poorly fitted or top-dose-only effect, or another doubt; inactive means no such curve, though single readings can be large; an effect the other way counts as inactive or inconclusive.

SMILES	USP2a inh	B2AR arrestin	uPA generation	Tb PFK inh	PTAP TSG101 blk	Chronic BCR inh	Eya2 inh	TCR act	Mito fusion yeast	TSHR antagonist	ELG1 repair inh
O=C(Nc1ccccc1)c1ccccc1CC[N+](=O)[O-]	-2%	-0.3%	6%	-1%	-1%	-5%	8%	1%	1%	12	-1%
Cc1ccc(Cn2ncn3c(cc4ccccc43)c2=O)cc1	-3%	0.2%	7%	-1%	-4%	-1%	5%	3%	1%	2	13%
O=C(OCc1ccc(F)cc1)c1ccc2ccccc2n1	2%	-0.2%	3%	-3%	-4%	?	4%	-7%	-4%	-3	8%
Cc1nc2c(-c3ccc(F)cc3)c(C)nn2c(C)c1CCC(=O)NCc1ccco1	1%	0.0%	?	1%	-2%	1%	13%	-2%	2%	-9	?
N#Cc1ccccc1OCCN1C(=O)c2ccccc2C1=O	-2%	-0.3%	-1%	-8%	-8%	2%	-7%	-3%	9%	-4	?
O=C(Cn1nc(C(=O)O)c2ccccc2c1=O)Nc1cccc(S(=O)(=O)N2CCCCCC2)c1	2%	0.3%	4%	5%	0%	-3%	-2%	-3%	/	-35	-14%
CC(=O)c1nn(-c2cccc(Br)c2)cc1C(=O)c1ccc(Cl)cc1	2%	0.0%	1%	0%	-2%	?	-6%	-2%[46.1 µM]	-2%	-2	-9%
Cc1nn(-c2ccccc2)c(C)c1/C=N/NC(=O)CSc1nnc(-c2ccccc2)n1-c1ccc(Cl)cc1	-2%	-0.6%	-4%	-5%	-5%	4%	4%	-1%[46.1 µM]	-3%	22	?
CCCCN1CC(COc2ccccc2)OC1=O (stereo unspecified)	7%	-1.1%	-10%	-3%	-1%	6%	15%	-9%	6%	18	?
CCOC(=O)c1cc2c(=O)n3ccccc3nc2n(CC(C)C)c1=NC(=O)c1ccco1	-2%	-0.2%	-3%	4%	-4%	2%	7%	-2%	14%	-3	-29%
CC(=NNC(=O)c1ccc(NS(=O)(=O)c2cccs2)cc1)c1ccc(OCC(N)=O)cc1	8%	-0.1%	17%	3%	0%	?	-28%	6%	/	/	0%
CCCSc1ccc([C@@H]2[C@@H]3C(=O)N(C)C(=O)[C@@H]3[C@]3(C(=O)OC)CCCN23)cc1OC	-11%	0.1%	2%	13%	-2%	?	-1%	-4%	-3%	8	-3%
CCc1cc(C(=O)N2CCCC(C(=O)c3cccc(OC(C)C)c3)C2)n(C)n1 (stereo unspecified)	-9%	-1.0%	-1%	1%	-8%	?	4%	0%	5%	-1	?
Cc1ccc(N(CC(O)COCc2ccco2)S(=O)(=O)c2ccc(C)cc2)cc1 (stereo unspecified)	0%	-0.7%	/	?	-13%	15%	-12%	9%	-1%	6	0%
CCCCN1C(=O)c2ccccc2C1C(=O)NC1CCCC1 (stereo unspecified)	2%	-0.3%	/	4%	-6%	1%	13%	-2%	-1%	0	10%
CC(CCn1cccn1)NC(=O)c1cc(COc2ccc(F)cc2F)on1 (stereo unspecified)	1%	0.1%	4%	2%	0%	?	-8%	1%	4%	9	-2%
O=c1nc2c(-c3cccc(Br)c3)n[nH]n2c2ccccc12	-2%	0.0%	7%	0%	1%	?	9%	-6%	14%	-13	?
CC(=O)c1cccc(NC(=O)c2ccc(C)c(S(=O)(=O)N3CCOCC3)c2)c1	1%	0.0%	-5%	1%	0%	-2%	-3%	8%	-2%	1	-21%
O=C(NCc1ccncc1)C(=O)NCC1OCCCN1S(=O)(=O)c1ccc(F)cc1 (stereo unspecified)	-1%	0.0%	-16%	-2%	/	0%	-3%	0%	1%	5	7%
Cc1ccc(S(=O)(=O)N2CCOC2CNC(=O)C(=O)NCc2ccncc2)cc1 (stereo unspecified)	6%	-0.6%	1%	3%	-5%	-5%	-22%	-1%	2%	1	-9%
CC(=O)N(C)c1ccc(N=Cc2c(O)ccc3ccccc23)cc1	0%	-1.0%	-1%	2%	6%	?	-4%	3%	1%	44	?
COc1ccccc1CNC(=O)[C@H](C)NC(=O)C1CCN(C(=O)[C@@H](N)C(C)C)CC1	1%	-0.6%	3%	-4%	3%	0%	8%	-4%	0%	9	18%
O=C1/C(=C/c2ccc(F)cc2)SC(=S)N1CCCC(=O)N1CCCCC1CCO (stereo unspecified)	2%	0.2%	?	0%	0%	?	-2%	-2%	-5%	13	-3%
O=C(NN=C1C2CC3CC1CC(Cl)(C3)C2)c1ccccn1	3%	-0.1%	?	-2%	-2%	?	-1%	-5%	1%	12	?
COc1ccc(-n2c(-c3ccc(C)cc3)n[nH]c2=S)cc1	0%	-1.6%	2%	-5%	-1%	-9%	7%	-9%[46.1 µM]	8%	-2	15%
Cc1ccccc1-c1nc(CS(=O)CC(=O)NCCN2CCOCC2)c(C)o1 (stereo unspecified)	1%	0.2%	-8%	1%	0%	10%	-4%	-6%	-3%	-3	5%
CSc1nsc(/C=C/Nc2ccc(C)c(C)c2)c1C#N	-5%	-0.6%	-3%	-1%	5%	-1%	-23%	1%	0%	20	0%
CC(C#N)Sc1ccc(S(=O)(=O)N2CCCCC2)cn1 (stereo unspecified)	0%	-2.6%	-15%	0%	-1%	-3%	-7%	-9%	4%	8	10%
Cn1cnnc1SCC(=O)NC1CC1	2%	0.8%	6%	0%	0%	0%	5%	5%	/	-7	0%
O=[N+]([O-])c1cc2c(cc1/C=N/Nc1nc(Nc3ccccc3)nc(N3CCCCC3)n1)OCO2	1%	-0.5%	2%	8%	93%[activator]	?	-5%	/	2%	-15	6%
COc1ccc(C(=O)C2CCCN(C(=O)C3=CCCC3)C2)c(C)c1 (stereo unspecified)	12%	0.0%	7%	-1%	-2%	-5%	-15%	5%	-5%	20	-18%
CCOC(=O)c1c(N=CN(C)C)c(C#N)n2c1CCC2	-1%	0.1%	4%	1%	-1%	-3%	5%	-3%	-1%	0	0%
O=C1[C@H]2[C@@H](c3ccc(F)cc3)N3C(=O)N(c4cccc(Br)c4)C(=O)[C@@]3(Cc3ccccc3)[C@H]2C(=O)N1C1CCCCC1	-2%	0.2%	-5%	-6%	-1%	0%	-3%	13%	14%	-1	1%
COCCn1c(C)cc(/C=N/NC(=O)c2cc3ccccc3cc2O)c1C	-1%	-0.2%	7%	0%	-1%	?	12%	-3%	0%	2	24%
CN(CC(=O)Nc1c(Cl)cccc1Cl)C(=O)CC1OC(=O)c2ccccc21 (stereo unspecified)	0%	-0.5%	-9%	-5%	-1%	0%	3%	-4%	-1%	14	10%
O=C(Oc1ccc(N(C(=O)c2ccncc2)S(=O)(=O)c2ccc(F)cc2)cc1)c1ccncc1	-2%	-0.1%	4%	-3%	-7%	?	6%	-13%	-4%	0	-4%
Nc1nc(NC2CCCCC2)nc(NCCO)c1[N+](=O)[O-]	3%	-0.1%	15%	1%	4%	0%	11%	3%	11%	2	0%
Cc1ccccc1-c1cc(C(=O)NCC2CC2)n(CC2CC(c3cccnc3)=NO2)n1 (stereo unspecified)	-1%	-0.1%	14%	0%	0%	-4%	-11%	-2%	-6%	-10	?
CCC(=O)N1CCc2cc(S(=O)(=O)NCCC(=O)NC3CCCCCC3)ccc21	4%	-0.3%	-1%	1%	-6%	1%	9%	4%	-3%	-1	-5%
COCc1cc(=O)oc2cc(NC(=O)c3ccc(C(C)(C)C)cc3)ccc12	2%	-0.4%	-5%	-8%	0%	?	3%	3%	-1%	-3	9%
CC(C(=O)Nc1ccc(S(=O)(=O)N2CCCC2)cc1)N1CCc2ccccc2C1 (stereo unspecified)	-2%	2.9%	-9%	-8%	0%	-1%	0%	-15%	12%	13	-22%
[N-]=[N+]=CC(=O)CNC(=O)[C@@H](Cc1ccccc1)N1C(=O)c2ccccc2C1=O	1%	0.4%	2%	5%	0%	1%	-4%	-1%	0%	5	-1%
CC(=O)c1ccc(NC(=O)c2sc3nc(C)c(C)c(C)c3c2N)cc1	5%	-0.4%	-3%	-9%	0%	-3%	-12%	5%	1%	-10	?

Bioassay records from PubChem.

Rows are unselected. Share with any hit: about 3%.
